FBPA Giardia inh: inhibitors of Giardia lamblia fructose-1,6-bisphosphate aldolase | purified Giardia FBPA | Potency, µM (highest dose often 59.6 µM), for the others: at the highest dose activity, negative = inhibition, usual class: inhibitors | actives 0.71% (n = 290,000); further: potency means the concentration at half of the fitted maximal effect; on the % scale 0 is the no-effect control and ±100 the full control effect; nearly all actives have a fitted effect of over 55% in size
Target sequence (A8B2U2 whole entry, looked up): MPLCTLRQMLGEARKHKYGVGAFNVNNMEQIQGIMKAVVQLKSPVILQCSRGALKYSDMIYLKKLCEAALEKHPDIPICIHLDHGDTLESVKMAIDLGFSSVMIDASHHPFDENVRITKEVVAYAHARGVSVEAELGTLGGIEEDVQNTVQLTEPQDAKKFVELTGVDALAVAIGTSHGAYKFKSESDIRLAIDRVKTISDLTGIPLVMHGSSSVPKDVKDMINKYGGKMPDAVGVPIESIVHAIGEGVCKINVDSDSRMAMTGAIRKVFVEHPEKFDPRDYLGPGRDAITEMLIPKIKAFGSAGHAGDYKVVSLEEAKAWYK
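40 nM FBPA preincubated 10 min at RT with compound (up to 57.5 uM final), then substrate plus GAPDH/TPI/NAD/arsenate coupling and diaphorase/resazurin added. Fluorescence read after 20 min at RT, 525/598 nm.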
Cycloheximide cs: affects cycloheximide protein synthesis inhibition readout, counter-screen | max response, % | cell reporter, cycloheximide protein synthesis inhibition counterscreen | AID 2314 | actives 12% (n = 300,000); in the data active means max response mostly above about 13%, no sharp cut-off; inactive means mostly below about 14%; further: read at 38.3 µM for the half of the compounds with a filed dose; 0% is about no effect
AmpC inh detg: AmpC beta-lactamase inhibition with detergent present; Potency, µM (series often up to 114 µM), for the others: at the top dose activity change, negative = inhibition, usual class: inhibitors; AmpC hydrolysis of nitrocefin, absorbance 480 nm, 0.01% Triton; AID 485294; P00811; actives 0.041% (n = 370,000);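 further: potency means the concentration at half of the fitted maximal effect; 0% = no-compound wells and -100% = no-enzyme wells; nearly all actives have a fitted effect of over 25% in size; some results filed as inactive show a strong effect at the top dose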
Target sequence (P00811 whole entry, looked up): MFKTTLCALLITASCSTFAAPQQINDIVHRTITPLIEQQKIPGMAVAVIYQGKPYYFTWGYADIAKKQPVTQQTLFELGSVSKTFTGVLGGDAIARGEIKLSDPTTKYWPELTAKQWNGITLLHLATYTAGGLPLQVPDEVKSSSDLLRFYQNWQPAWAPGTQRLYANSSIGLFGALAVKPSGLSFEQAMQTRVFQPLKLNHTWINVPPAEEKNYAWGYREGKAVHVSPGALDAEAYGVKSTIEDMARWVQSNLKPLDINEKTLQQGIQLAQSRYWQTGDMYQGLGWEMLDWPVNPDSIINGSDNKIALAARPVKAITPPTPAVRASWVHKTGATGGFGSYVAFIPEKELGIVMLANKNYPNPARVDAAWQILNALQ
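AmpC (5.3 nM in the dispensed reagent) in 20 mM phosphate pH 7.0 with 0.01% (detergent screen) or 0.0001% Triton X-100 was preincubated with compounds for 15 min at room temperature. Nitrocefin was then added from an 800 uM solution, and hydrolysis was followed at 480 nm.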
Shiga toxin inh: blocks Shiga toxin action in Vero cells. Vero cells, Shiga toxin protein synthesis inhibition reporter. inhibition, % at 38.7 µM. actives 9.2% (n = 290,000); in the data active means inhibition mostly above about 28%, no sharp cut-off; inactive means mostly below about 43%; further: 0% is about no effect
AMA1-RON2 inh: inhibitors of Plasmodium falciparum AMA1-RON2 interaction; Potency, µM (highest dose often 58.2 µM), without a hit: at the top dose activity change, negative = inhibition, actives largely listed as inhibitors; AID 720542; AlphaScreen AMA1-biotinylated RON2 peptide binding; actives 0.2% (n = 360,000);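 further: potency means the concentration at half of the fitted maximal effect; 0% = vehicle wells and -100% = peptide control; nearly all actives have a fitted effect of over 45% in size; some results filed as inactive show a strong effect at the top dose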
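AMA1 (3D7) with his tag at 25 nM final met compounds first, then biotinylated RON2 peptide at 25 nM; detection used donor plus acceptor beads, 10 µg/mL apiece, read by AlphaScreen after 30 min at room temperature.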
AmpC no deterg: AmpC beta-lactamase inhibition without detergent; actives 0.52% (n = 330,000); AmpC nitrocefin hydrolysis, absorbance 480 nm, 0.0001% Triton; P00811; Potency, µM (doses to about 57.1 µM), for the others: at the top dose activity change, negative = inhibition, most hits filed as inhibitors;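 further: potency means the concentration at half of the fitted maximal effect; plate controls were no compound for no effect and no enzyme for full effect; nearly all actives have a fitted effect of over 20% in size; some results filed as inactive show a strong effect at the top dose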
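AmpC (5.3 nM in the dispensed reagent) in 20 mM phosphate pH 7.0 with 0.01% (detergent screen) or 0.0001% Triton X-100 was preincubated with compounds for 15 min at room temperature. Nitrocefin was then added from an 800 uM solution, and hydrolysis was followed at 480 nm.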
HCMV antiviral: inhibitors of human cytomegalovirus. HFF cells, HCMV-luciferase reporter, 72 h; stronger effect = lower value. actives 4.5% (n = 410,000). activity change, negative = inhibition, % at 57.5 µM. AID 1259415; in the data active means activity change below about -60%; inconclusive means no clear call, values can overlap the other calls; inactive means above about -39%; further: on the % scale 0 is the no-effect control and ±100 the full control effect
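Inhibition of viral replication was scored as loss of reporter luminescence in HFFs infected with HCMV-luciferase (MOI 1 PFU/cell) for 72 h; compounds tested at 2 doses, normalized to buffer and Salinomycin controls.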
Numbers without * were called inactive; ? = inconclusive; / = not tested or not shown; & = joins results of further samples; [ ] = remark or other dose. Unless noted, the call rests on the fitted dose curve; in most records, active means well fitted curve in the direction sought with a large enough effect; inconclusive means small, poorly fitted or top-dose-only effect, or another doubt; inactive means no such curve, though single readings can be large; an effect the other way counts as inactive or inconclusive.

#	molecule	FBPA Giardia inh	Cycloheximide cs	AmpC inh detg	Shiga toxin inh	AMA1-RON2 inh	AmpC no deterg	HCMV antiviral
1	CCCCn1c(N)c(N(CCC(C)C)C(=O)C2CC(=O)N(c3ccc(OC)cc3OC)C2)c(=O)[nH]c1=O (stereo unspecified)	/	/	-18%	/	-5%	-1%	-19
2	Cc1ccc(C(=O)Cc2cc3ccccc3oc2=O)c(C)c1	6%	57*	8%	67*	-1%	-18%	19
3	CCO[C@H]1OC(C(=O)N2CCOCC2)=C[C@@H](c2ccccc2)[C@@H]1CCCO	4%	0	3%	-17	9%	1%	-23
4	O=C(Nc1ccc2c(c1)OCO2)c1cc2n(n1)C(C(F)(F)F)CC(c1ccccc1)N2 (stereo unspecified)	2%	1	?	44	1%	-44%	12
5	C=CCn1c(SCC(=O)Nc2cc(NC(C)=O)ccc2OC)nnc1-c1ccccn1	-10%	1	-7%	-10	-14%	-15%	37
6	CC/C(=N\NC(=O)c1ccc2c(c1)OCO2)c1ccccc1	10%	37*	-9%	46*	66%[activator]	-39%	29
7	CC(Sc1nnc(-c2ccccc2)c(-c2ccccc2)n1)C(=O)Nc1ncc(Cl)cc1Cl (stereo unspecified)	1%	10	-13%	-8	-12%	-14%	?
8	O=C(CSc1ccc(F)cc1)N1CCN(S(=O)(=O)c2ccccc2)CC1	4%	4	-3%	-12	2%	53%	4
9	CCCCNC(=O)c1cccc2c(=O)c(C)c(-c3ccccc3)oc12	7%	1	1%	1	4%[2.32 µM]	-7%	-68*
10	CS(=O)(=O)c1ccc(Cl)c(NC(=O)COC(=O)CNC(=O)c2ccccc2)c1	4%	-4	?	-15	-2%	-36%	4
11	CC(=O)Nc1ccc(S(=O)(=O)N2CCN(CCN3CCOCC3)CC2)cc1Cl	1%	-4	-1%	-4	13%	-1%	22
12	CN(C(=O)COC(=O)c1ccc(Br)o1)c1c(N)n(Cc2ccccc2)c(=O)[nH]c1=O	/	/	-13%	/	0%	-5%	0
13	O=C(O)c1nn2cc(CCO)cnc2c1Cl	-8%	1	1%	18	1%	-57%	?
14	CCOC(=O)c1c(C)[nH]c(C)c1S(=O)(=O)NCCc1cccs1	21%	-5	-1%	-3	-8%	-25%	13
15	CCn1cc(C2=NOC(C(=O)Nc3cc(C)nn3-c3ccccc3)C2)c(C)n1 (stereo unspecified)	10%	-2	?	-12	8%	7%	-4
16	O=C(O)c1cc(N/N=C/C(Cl)=C/c2ccccc2)ccc1Cl	4%	68*	1%	183*	6%	-34%	64
17	Cc1cc(C)[n+](-c2ccc(Oc3ccccc3)c(S(=O)(=O)[O-])c2)[nH]1	10%	-2	2%	11	-13%	-10%	41
18	COC1OC(COC(=O)c2ccccc2)C(OC(=O)c2ccccc2)C1OC(=O)c1ccccc1 (stereo unspecified)	2%	2	-6%	-4	1%	-2%	-27
19	C/C(=N/NC(=O)c1cccs1)c1c(C)[nH]n(-c2nc3ccccc3s2)c1=O	-23%	11	-15%	20	70%[activator]	-50%	40
20	CNC(=O)O/N=C/c1nn(C(=O)C(C)(C)C)cc1Br	4%	5	-13%	-14	22%	-13%	105
21	CCNc1ccc(P(=S)(N(C)C)N(C)C)cc1	0%	-1	-3%	-10	0%	-13%	-1
22	Cc1c(N=Cc2cccnc2)c(=O)n(-c2ccccc2)n1C	-1%	0	-10%	10	-3%	0%	31
23	CCCOc1ccc(N2C(=O)CC(N(Cc3ccc(OC)cc3)C(=S)Nc3ccccc3)C2=O)cc1 (stereo unspecified)	-3%	25*	10%	30	?	-23%	-28
24	COc1ccc2[nH]c3c(=O)n(N)c(=O)[nH]c3c2c1	0%	-3	-2%	-7	9%	-14%	-16
25	CNc1nc2c(c(=O)n(C)c(=O)n2C)n1Cc1ccccc1	1%	-3	-13%	-6	0%	-10%	-65*
26	O=C(COc1ccccc1O)Nc1ccc(Cl)cc1	-2%	28*	-14%	56*	-13%	-20%	-16
27	COc1ccc(C(=O)OCC(=O)Nc2ccc(F)cc2F)cc1OC	16%	11	8%	9	-6%	1%	17
28	OC(COc1ccc2cc(Br)ccc2c1)CN1CCCC1 (stereo unspecified)	-16%	46*	0%	77*	-10%	84%[activator]	-6
29	COc1ccccc1Oc1ccc(S(=O)(=O)N2CCN(C)CC2)cc1	6%	-1	?	-11	-5%	54%	3
30	CCn1c(N2CCN(C(=O)c3ccco3)CC2)nc2ccccc21	-6%	2	2%	1	1%	1%	-12

Next section; it opens with the 2 that closed the last part.
#	molecule	FBPA Giardia inh	Cycloheximide cs	AmpC inh detg	Shiga toxin inh	AMA1-RON2 inh	AmpC no deterg	HCMV antiviral
29	COc1ccccc1Oc1ccc(S(=O)(=O)N2CCN(C)CC2)cc1	6%	-1	?	-11	-5%	54%	3
30	CCn1c(N2CCN(C(=O)c3ccco3)CC2)nc2ccccc21	-6%	2	2%	1	1%	1%	-12
31	Cc1ccc(S(=O)(=O)Nc2nc(C)cc(NN)n2)cc1	-13%	-1	-8%	-4	78%[activator]	-40%	-27
32	C=CCNC(=O)C1CCN(S(=O)(=O)CC)CC1	0%	0	-8%	26	-15%	0%	12
33	Cc1nn(Cc2ccccc2)c(C)c1C(=O)NCCN1C(=O)S/C(=C\c2ccccc2)C1=O	-4%	-2	-2%	-7	-17%	3%	28
34	O=C(CN1C(=O)NC2(CCCC2)C1=O)OCc1ccccc1	/	/	1%	/	-6%	-8%	-14
35	COC(=O)c1ccccc1NCC(=O)c1ccc(OC)cc1	1%	12	-4%	34	-13%	-2%	40
36	Cc1ccc(C(=O)N2C3=C(CCCC3)C(=O)NC23CCCCC3)cc1	2%	2	-9%	37	4%	-16%	-20
37	CC(O)c1nc2ccccc2n1CC(=O)N1CCN(c2ccccc2)CC1 (stereo unspecified)	1%	-1	?	-12	-3%	-7%[11.4 µM]	30
38	CC1(C)NC(C)(C)/C(=C\c2cccs2)C(=O)C1=O	0%	2	7%	-3	-3%	-4%	-26
39	CC[N+](CC)(CC)C/C=C/CN1CCCCC1	0%	-1	2%	-1	4%	-15%	-14
40	O=C(CSc1ncn[nH]1)NC1CC2CCC1C2 (stereo unspecified)	0%	3	-10%	12	6%	-9%	1
41	Cc1cc(Cl)c2oc(C(=O)NCCN3CCOC3=O)c(C)c2c1	/	14	3%	12	-5%	48%	-33
42	CC1CC(NC2=NCCS2)CC(C)(C)C1 (stereo unspecified)	7%	-4	-5%	10	-12%	-17%	-66*
43	CCc1ccc2[nH]c(O)c(N=NC3=NC(=O)CS3)c2c1	1%	0	3%	-8	6%	-29%	-19
44	CCCCCN(C(=O)CCC(=O)OCCOc1ccccc1)c1c(N)n(CCCC)c(=O)[nH]c1=O	/	/	0%	/	9%	83%[activator]	-26
45	Cc1cc(C)c(OCC(=O)OCC(=O)NC2CCCCCCC2)c(C)c1	/	2	-7%	-9	0%	17%	5
46	Cn1c(N)c(C(=O)COC(=O)c2cccc(S(=O)(=O)NCc3ccccc3)c2)c(=O)n(C)c1=O	/	/	/	/	1%	-21%	-24
47	O=C(Oc1ccc2ccc(=O)oc2c1)c1ccccc1	-2%	0	-13%	-4	3%	-2%	16
48	Cc1ccc(C(=O)OC(C)C(=O)Nc2ccc(S(N)(=O)=O)cc2)cc1S(=O)(=O)N1CCOCC1 (stereo unspecified)	/	/	12%	/	-9%	-33%	-29
49	O=C(N/N=C/c1ccc(O)c(Br)c1)c1cc2c(ccc3ccccc32)o1	/	-2	-5%	-10	15%	-56%	4
50	COCCn1nnnc1C(c1ccccc1)N1CCN(Cc2ccc3c(c2)OCO3)CC1 (stereo unspecified)	11%	-6	?	-16	-6%	1%	-8
51	C#CCOCCOCCOCCNc1nc(N2CCN(C(=O)C([C@@H](C)CC)n3cc(C(N)Cc4ccc(O)cc4)nn3)CC2)nc(N2CCN(C(=O)[C@H](CCC(=O)O)n3cc(C(N)CC(C)C)nn3)CC2)n1 (stereo partly specified)	?	2	3%	-14	16%	204%[activator]	-2
52	Cc1cc(CN2C(=O)c3ccccc3C2=O)cc(N2CCOCC2)c1	6%	-4	?	2	-8%	48%	?
53	Cc1ccc(C(=O)OCC(=O)NCCc2ccccc2)cc1C	/	/	?	/	4%	0%	?
54	CCOC(=O)CSC1=N/C(=C\c2ccc(OC)c(OC)c2)C(=O)N1C	-6%	-2	4%	-2	2%	70%[activator]	-13
55	CC(=O)C(C)n1cnc2scc(-c3ccc(C)cc3)c2c1=O (stereo unspecified)	3%	1	1%	-6	0%	14%	-61*
56	COc1ccc(/C=N/NC(=O)Cc2n[nH]c(=O)[nH]c2=O)cc1	-1%	-3	2%	25	0%	-1%	-32
57	O=C(COC(=O)C1(c2cccc(F)c2)CCCC1)NCc1cccs1	-1%	1	-6%	-6	6%	-16%	-33
58	C=CCn1c(COc2ccccc2F)nnc1SCC(=O)NC(=O)NCc1ccco1	0%	-4	?	-19	22%	4%	27
59	O=C1NC(c2cc3ccccc3nc2Cl)Nc2ccccc21 (stereo unspecified)	-3%	-5	?	-6	-6%	-29%	25
60	CC(C)NC(=O)CSc1nnc(-c2ccc(F)cc2)c2ccccc12	5%	-2	-1%	-15	-3%	-20%	?
61	CCOC(=O)/C(=C/C=C/c1ccccc1)NC(=O)c1ccccc1	1%	7	6%	7	1%	-19%	?
62	Cc1ccc(S(=O)(=O)NCCC(=O)NNC(=O)c2ccccc2O)cc1C	/	/	-10%	/	105%[activator]	-9%	-14
63	C=C1CCN(Cc2ccccc2)S(=O)(=O)c2ccccc21	-25%&-17%	1&-5	-2%	10&-7	-4%	-25%	-22
64	CCc1cccc2c(=O)c(C(=O)NCCCOC)c[nH]c12	-8%	-1	7%	6	-20%	1%	-37
65	Cc1c(NC(=O)c2ccc(F)c(S(=O)(=O)N3CCOCC3)c2)c(=O)n(-c2ccccc2)n1C	8%	-1	1%	-4	5%	-6%	-34
66	CCCN1CCN(C(=O)c2ccc3nc(CC)c(CC)nc3c2)CC1	3%	-6	0%	-8	13%	29%	8
